West Nile virus CPE: inhibition of WNV-induced cytopathic effect – cell-based, CPE readout (AID 1621); hit rate 0.02% among 290,000; one-dose CPE inhibition, % at 10 µM; IC50 in µM for titrated hits; West Nile virus-infected cells, CPE inhibition; higher % means a stronger effect; in the data active = a potency from the dose series; inconclusive = CPE inhibition mostly from about 3.7% at the one dose, without a potency; inactive = the rest, 99 in 100 with CPE inhibition below about 2.2%; also: strong numbers were not always called active
Large T inhibition: SV40 large T antigen inhibitors, biochemical (AID 1903); SV40 large T antigen ATPase/helicase inhibition assay; higher % means a stronger effect; inhibition, % at 20 µM; hits with a dose series show IC50 in µM; hit rate 0.39% among 310,000; in the data active = a potency from the dose series; inconclusive = inhibition mostly from about 32% at the one dose, without a potency; inactive = the rest, 99 in 100 with inhibition below about 32%; also: strong numbers were not always called active
LYP phosphatase: inhibitors of LYP phosphatase, biochemical, fluorescence intensity, uHTS (AID 1779) | recombinant LYP phosphatase, fluorescence intensity; higher % means a stronger effect | inhibition, % at 11.5 µM, or IC50 in µM where a hit was titrated | hit rate 0.054% among 290,000; in the data active = inhibition above about 50%;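 also: plate controls were vehicle with enzyme for no effect and no enzyme for full effect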
CSM14.1 death rescue: protection against thapsigargin-triggered cell killing – 384-well, CSM14.1, ATP luminescence, primary screen (AID 1222) | one-dose cellular ATP content (survival), % at 20 µM; EC50 in µM for titrated hits | 190,000 tested, under 10 active | CSM14.1 thapsigargin-induced death rescue, ATP luminescence; higher % means a stronger effect;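 active = EC50 below 50 µM in the dose-response confirmation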;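 also: death triggered by thapsigargin at about 15 µM added after 2 h compound pretreatment; cell ATP read after overnight thapsigargin exposure of roughly 18 to 22 hours; normalized against plate controls of thapsigargin alone and 5% DMSO vehicle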
RSV antiviral HEp-2: RSV antiviral activity via CPE protection, HEp-2 cells, primary 10 µM value included (AID 2391); HEp-2 cells, RSV-induced CPE inhibition; higher % means a stronger effect; one-dose CPE inhibition, % at 10 µM; IC50 in µM for titrated hits; hit rate 0.13% among 310,000; in the data active = a potency from the dose series; inconclusive = CPE inhibition mostly from about 23% at the one dose, without a potency; inactive = the rest, 99 in 100 with CPE inhibition below about 21%; also: strong numbers were not always called active
Salmonella PhoP GFP: inhibitors of PhoP regulon expression, primary screen, Salmonella Typhimurium, GFP reporter (AID 1863). S. Typhimurium PhoP-regulated promoter GFP reporter, 4 h; higher % means a stronger effect. inhibition, % at 50 µM; hits with a dose series show IC50 in µM. hit rate 0.16% among 300,000;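 active = inhibition over 29.93%, a cutoff 3 SD above the screen mean, later confirmed by dose response; inconclusive = inhibition over 29.93% but no dose response follow-up; inactive = inhibition at most 29.93% or unconfirmed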;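 also: 0% = low Mg2+ inducing control and 100% = high Mg2+ repressing control; strong numbers were not always called active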
GPR35 arrestin U2OS: GPR35 antagonists blocking zaprinast-driven arrestin recruitment, primary screen, imaging, U2OS, beta-arrestin-GFP, zaprinast agonist (AID 2058); U2OS GPR35 beta-arrestin-GFP translocation imaging, zaprinast antagonism; higher % means a stronger effect; inhibition, % at 10 µM; hits with a dose series show IC50 in µM; hit rate 0.052% among 290,000;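 active = inhibition of at least 50% with at least 30 cells and total cytoplasm GFP at most 10,000,000; inconclusive = under 30 cells or total GFP of 10,000,000 plus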
Dengue-2 NS5 capping: flavivirus cap methylation enzyme inhibition – biochemical, confirmation dose response, primary screen (AID 588689); Dengue-2 NS5 methyltransferase capping enzyme assay, biochemical; higher % means a stronger effect; one-dose inhibition, % at 25 µM; IC50 in µM for titrated hits; hit rate 0.3% among 340,000; in the data active = a potency from the dose series; inconclusive = inhibition above about 29% without an active follow-up result
MgcRacGAP inhibition: MgcRacGAP GTPase-activating activity inhibitors, confirmation, biochemical, ADP Hunter fluorescence | MgcRacGAP-stimulated Rac1 GTP hydrolysis, ADP Hunter fluorescence; higher % means a stronger effect; GST-tagged Rac1 F28L mutant substrate | inhibition, % at 30 µM, or IC50 in µM where a hit was titrated | hit rate 0.6% among 340,000 | AID 624330;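 active = first-screen hits whose inhibition reached a set limit at any dose in the follow-up dose series; inconclusive = inhibition above the set first-screen limit but never retested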;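 also: fluorescence reports GDP produced by GAP-driven GTP hydrolysis; strong numbers were not always called active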
* = called active by the depositor; ? = inconclusive; . = not tested or not shown.

SMILES	West Nile virus CPE	Large T inhibition	LYP phosphatase	CSM14.1 death rescue	RSV antiviral HEp-2	Salmonella PhoP GFP	GPR35 arrestin U2OS	Dengue-2 NS5 capping	MgcRacGAP inhibition
Nc1ccccc1Sc1cc(Cl)nnc1Cl	0.6%	4%	-3%	.	3.3%	9%	15%	-5%	2%
CN(c1ccc(OCC(=O)O)cc1)S(=O)(=O)c1ccc2ccccc2c1	0.1%	6%	-10%	.	1.6%	3%	6%	-1%	7%
c1cncc(C2OCC3(CO2)COC(c2cccnc2)OC3)c1 (centres undefined)	0.3%	14%	2%	3.1%	3.5%	4%	9%	2%	-8%
CCOC(=O)c1c(NC(=O)COc2cccc3c2CCN(Cc2ccc(F)cc2)C3=O)sc2c1CCC2	-0.1%	12%	2%	2.1%	5.4%	0%	-22%	.	.
Cc1ccc(-n2cnc3ncnc(-c4ccccc4)c32)cc1	0.6%	5%	-9%	2.1%	0.1%	3%	9%	-4%	-1%
COCCCNC(=O)CSc1nc2ccccc2c(=O)n1CCCC(=O)NCC1CCCO1 (centres undefined)	-0.1%	19%	-5%	0.9%	1.6%	-4%	19%	-8%	5%
COc1ccc(C2CC(=O)C3=C(C2)NC(C)=C(C(=O)Nc2ccccc2C)C3c2coc3ccc(C)cc3c2=O)cc1OC (centres undefined)	1.4%	5%	3%	1.1%	4.7%	-8%	5%	-5%	-1%
O=C(Nc1ccc(-n2cc(Cl)cn2)cc1)c1ccncc1	-0.8%	11%	-4%	.	0.4%	0%	-2%	.	8%
CCCC(=O)OCC(=O)Nc1ccc(OC(F)F)cc1	1.1%	4%	-9%	0.4%	4.0%	1%	7%	-6%	3%
O=C(NCCCl)Nc1cccc(Br)c1	0.2%	33%	-12%	-0.2%	1.7%	1%	6%	-18%	1%
CC(NC(=O)c1ccc(Cn2cc([N+](=O)[O-])cn2)o1)c1ccccc1 (centres undefined)	0.2%	10%	-9%	-0.6%	1.0%	4%	-5%	2%	9%
O=C(CSc1nc2[nH]ncc2c(=O)[nH]1)Nc1ccc(Cl)cc1	.	5%	.	.	7.1%	-3%	.	-9%	9%
CCOc1c(Br)cc(Br)cc1/C=C1\SC(N)=NC1=O	-0.6%	12%	-8%	.	0.2%	-2%	4%	-12%	5%
COc1cccc(NC(=O)n2nc(N)cc2-c2ccc(Cl)cc2)c1	-0.2%	7%	-1%	.	1.8%	16%	-6%	-3%	11%
O=C(Nc1ccon1)c1cc2ccccc2oc1=O	0.3%	55%	2%	-2.8%	0.9%	14%	-2%	-4%	7%
Cn1c(=NC(=O)C(C)(C)C)sc2cccc(F)c21	0.2%	3%	-7%	.	7.2%	-5%	2%	0%	6%
COc1ccc(C(=O)NCCNc2nc3cc(C)c(C)cc3cc2C)cc1	-0.9%	-1%	-9%	.	-1.5%	4%	-4%	3%	8%
O=C(CN1C(=O)NC2(CCCC2)C1=O)NNC(=O)c1ccc(F)cc1	.	9%	.	.	-0.2%	7%	.	1%	2%
COc1ccc(C)cc1N(C(=O)CNC(=O)c1ccco1)C(C(=O)NC1CCCC1)c1cccnc1 (centres undefined)	-0.4%	16%	-6%	0.3%	-1.4%	-5%	3%	2%	5%
O=S(=O)(/C=C/c1ccccc1)Nc1ccc(F)cc1	-0.9%	6%	-3%	-0.4%	0.5%	-10%	1%	-5%	3%
Oc1ccccc1CNCCCNCc1ccccc1O	-0.1%	-9%	-3%	-6.1%	-1.5%	13%	-5%	-4%	5%
CCCc1ccc(C2C3=C(CC(C)(C)CC3=O)NC3=C2C(=O)c2ccccc23)cc1 (centres undefined)	1.2%	6%	3%	-1.1%	11%	-2%	-3%	20%	0%
CN(CC(=O)Nc1cccc(F)c1)C(=O)c1cc([N+](=O)[O-])ccc1N1CCOCC1	.	6%	.	.	0.5%	-1%	.	-2%	4%
Cc1ccc(C(=O)Nc2ccc(Oc3ccc(C(=O)O)c(C(=O)O)c3)cc2)cc1C	-0.1%	5%	-6%	-4.7%	2.3%	-7%	5%	.	3%
COc1ccccc1C(=O)N(Cc1sccc1C)C1CCS(=O)(=O)C1 (centres undefined)	0.3%	11%	2%	.	1.6%	-7%	15%	-9%	8%
O=Cc1c(Sc2ccccc2)nc2ccccn2c1=O	?	18%	-12%	-1.1%	3.7%	3%	-2%	-29%	2%
COCCN=C1N[C@@H](c2cccc(C(F)(F)F)c2)C(C(=O)OC)=C(C)N1Cc1ccccc1	-1.0%	25%	-8%	.	0.6%	0%	-1%	1%	10%
COc1ccc(-n2c(C)c(C)c3c(NCCO)ncnc32)cc1	-0.1%	0%	-8%	.	1.4%	2%	-6%	3%	4%
O=C(N/N=C/c1ccccc1O)c1cccc(C(F)(F)F)c1	0.9%	16%	-6%	0.1%	14%	-1%	-4%	-7%	-1%
COC(=O)Cc1c(O)ccn(CCc2c[nH]c3ccccc23)c1=O	0.5%	7%	1%	3.3%	0.3%	-1%	-8%	-1%	7%
N/C(=N\OC(=O)N1CCOCC1)c1ccccc1	-0.7%	-1%	0%	-2.0%	2.4%	-26%	7%	-5%	-6%
CCCC1(C(=O)O)NC(c2ccc(OC)cc2O)C2C(=O)N(c3ccc(OC)cc3)C(=O)C21 (centres undefined)	-0.6%	-7%	-7%	0.9%	-0.2%	-6%	-2%	-5%	1%
CCOC(=O)N1CCC(=NNc2ccc(S(=O)(=O)N3CCOCC3)cc2[N+](=O)[O-])CC1	-0.4%	8%	3%	-2.3%	-0.2%	-4%	-25%	-2%	7%
C=CCNC(=O)CSc1cc([N+](=O)[O-])cc(S(=O)(=O)Cc2ccccc2)c1	-1.0%	12%	-7%	-0.6%	1.7%	15%	11%	-6%	11%
CCCCn1c(SCC(=O)NC2CC2)nc2ccccc2c1=O	-0.3%	10%	-9%	.	9.2%	-3%	-12%	-5%	5%
COc1ccc(Br)cc1CNC(=O)CCNC(=O)Cn1ccc2ccccc2c1=O	-0.9%	21%	0%	-1.1%	1.0%	-11%	-10%	-2%	2%
COc1ccc2ccccc2c1CN1CCN(Cc2ccccc2)CC1	-0.4%	-2%	-7%	-0.6%	-1.9%	0%	24%	-1%	-2%
Cc1onc(-c2c(F)cccc2Cl)c1C(=O)NCCc1ccncc1	-0.4%	8%	-8%	.	1.0%	-6%	-12%	-3%	5%
CC(CC(=O)Nc1ccc(C(N)=O)cc1)c1ccccc1 (centres undefined)	0.2%	-2%	-10%	-2.8%	1.2%	-9%	6%	9%	10%
COc1ccc2[nH]cc(S(=O)(=O)c3ccc(C(C)C)cc3)c(=O)c2c1	0.6%	8%	-6%	-0.2%	-0.6%	0%	-6%	1%	11%
C=CCOc1ccc(Br)cc1/C=N/O	0.8%	-1%	-6%	-0.5%	2.6%	37%	-7%	-5%	19%
CC1CC(C)CN(S(=O)(=O)c2ccc(C(=O)NCCCn3ccnc3)cc2)C1 (centres undefined)	-1.1%	4%	1%	-2.5%	-3.6%	0%	9%	-5%	2%
CCCCN1C(N)=NC[C@@H]1c1ccccc1	-0.2%	21%	.	.	1.0%	-3%	.	-13%	7%
N#Cc1ccc(NC(=O)COC(=O)C2=COCCO2)cc1	0.8%	0%	-8%	-1.7%	0.5%	-3%	-4%	-2%	7%
Cc1cccc(SC2CCN(C(=O)C3CCC(=O)N(C4CC4)C3)CC2)c1 (centres undefined)	-0.7%	12%	-11%	.	-0.2%	-1%	7%	1%	-10%
Cc1cc(C(=O)COC(=O)c2ccc(Br)o2)c(C)n1C	-0.5%	9%	5%	0.5%	-1.1%	14%	1%	-6%	4%
O=C(CSc1nc(Cc2ccccc2)nc2ccccc12)c1ccc2c(c1)OCCO2	0.4%	2%	13%	-1.1%	2.2%	1%	5%	-2%	6%
O=C(O)Cn1c(=S)sc2ccccc21	-0.1%	6%	-6%	-0.1%	-0.3%	-16%	0%	-4%	1%
O=C(c1ccccc1NS(=O)(=O)c1cccs1)N1CCCC1	-0.1%	-1%	-3%	-1.4%	0.7%	-7%	22%	11%	-6%
Cc1ccccc1CCN(CC(=O)NC1CCCCC1)C(=O)c1csnn1	-0.8%	3%	-11%	1.3%	-0.2%	6%	-7%	-3%	4%
Cc1ccccc1NC(=O)CSc1ccc(-c2ccco2)nn1	-0.6%	20%	2%	0.3%	2.1%	-4%	12%	-1%	6%
COc1ccc(CNc2nnnn2C)c(OC)c1	-0.2%	9%	0%	.	1.6%	1%	-6%	-6%	7%
CN1CCc2nc(NC(=O)COc3ccc(C#N)cc3)sc2C1	1.3%	4%	-6%	-0.4%	0.8%	7%	-7%	-11%	-10%
COc1ccccc1CC(=O)N1CCCc2ccccc21	-0.2%	6%	-11%	2.1%	1.0%	-4%	-13%	-3%	13%
O=C(NCCCn1ccnc1)c1cc2cc([N+](=O)[O-])ccc2oc1=O	0.0%	-13%	-4%	-1.9%	2.0%	20%	-4%	4%	7%
Cc1ccc(S(=O)(=O)NCc2n[nH]c(=S)n2C)cc1	-0.4%	13%	-2%	5.3%	2.4%	4%	-2%	-3%	7%
COc1ccc(C(=O)Nc2ccccc2)cc1NC(=O)c1cccs1	-0.7%	7%	-4%	.	7.5%	-6%	1%	-11%	8%
C=CCOc1ccc(-c2n[nH]c(=S)o2)cc1	-0.8%	10%	-9%	-2.5%	-1.2%	1%	-4%	-7%	17%
N#Cc1ccccc1Sc1ccccc1C(=O)OCC(=O)NC12CC3CC(CC(C3)C1)C2	-1.1%	1%	2%	18%	11%	-12%	8%	-6%	1%
O=C(CN1CCC(c2nc3ccccc3[nH]2)CC1)NCc1ccc2c(c1)OCO2	0.3%	3%	-8%	-0.2%	-1.2%	10%	1%	-6%	6%

New compounds follow
SMILES	West Nile virus CPE	Large T inhibition	LYP phosphatase	CSM14.1 death rescue	RSV antiviral HEp-2	Salmonella PhoP GFP	GPR35 arrestin U2OS	Dengue-2 NS5 capping	MgcRacGAP inhibition
COc1ccc(C(=O)Nc2ccc(S(=O)(=O)Nc3nccnc3OC)cc2)cc1OC	.	2%	4%	0.0%	1.3%	-2%	23%	-9%	5%
NS(=O)(=O)c1ccc(S(=O)(=O)N2CCN(C3CCCC3)CC2)cc1	-0.4%	0%	-10%	.	-0.2%	3%	6%	-4%	5%
CNS(=O)(=O)c1cc(NC(C)=O)c(C)cc1C	0.1%	3%	-4%	3.4%	1.6%	-5%	0%	-7%	-2%
CCOCCCn1c(SCC(=O)Nc2cc(C(C)(C)C)nn2-c2ccccc2)nc2ccccc2c1=O	-1.5%	6%	6%	-0.6%	9.3%	-7%	0%	1%	0%
Cc1cc(=O)[nH]c(S)c1C#N	-0.4%	17%	-2%	.	6.0%	-18%	2%	.	.

Bioassay records: PubChem, several laboratories
